ATXN2 expr inh = Primary qHTS for Inhibitors of ATXN expression. HEK-293 ATXN2-luciferase reporter, luminescence, 24 h. Potency, µM (top dose mostly 57 µM), inactives show at the top dose activity change, negative = inhibition, most hits filed as inhibitors. hit rate 0.72% among 360,000. AID 1745845, 2022; further: potency means the concentration at half of the fitted maximal effect; on the % scale 0 is the no-effect control and ±100 the full control effect; nearly all actives have a fitted effect of over 55% in size
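ATXN2-luciferase reporter cells (luciferase flanked by upstream and downstream ATXN2 gene portions) were treated 24 h at 37 °C with compounds at up to 57 uM. SteadyGlo luminescence gave expression; GF-AFC fluorescence gave viability.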
HT1080 IDH1KD tx = qHTS for induction of synthetic lethality in tumor cells producing 2HG: qHTS for the HT-1080-IDH1KD cell line | HT-1080 IDH1 knockdown viability, ATP luminescence, 48 h | Potency, µM (doses to about 46.1 µM), for the others: at the highest dose activity, negative = toxicity, most hits filed as cytotoxic | hit rate 2% among 360,000 | AID 686971, 2013;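 further: potency means the concentration at half of the fitted maximal effect; 0% = DMSO wells and -100% = cell-free medium wells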
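Knockdown cells (IDH1KD HT-1080) received compounds 2 h after plating at 750 cells/well and were kept 48 h at 37 °C in 5% FBS RPMI. A CellTiter-Glo luminescence read gave % activity for curve fitting.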
HT1080NT lethal = qHTS for induction of synthetic lethality in tumor cells producing 2HG: qHTS for the HT-1080-NT fibrosarcoma cell line. HT-1080-NT fibrosarcoma viability, CellTiter-Glo ATP luminescence, 48 h. hit rate 1.6% among 360,000. Potency, µM (doses to about 46.1 µM), without a hit: at the top dose activity, negative = less viability, most hits filed as cytotoxic;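 further: NT is the 2HG producing partner of a matched IDH1 knockdown line; potency means the concentration at half of the fitted maximal effect; 0% = DMSO-treated cells and -100% = media-only wells without cells; nearly all actives have a fitted effect of over 55% in size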
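Read-out is CellTiter-Glo luminescence after 10 minutes at room temperature, following 48 hours' compound treatment of HT-1080-NT cells (750 cells/well, RPMI, 5% FBS, 37 degrees C).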
SW480 rereplic = A quantitative high throughput screen for small molecules that induce DNA re-replication in SW480 colon adenocarcinoma cells; SW480 DNA re-replication, Hoechst DNA content imaging, 48 h; Potency, µM (doses to about 46.1 µM), for inactives: at the highest dose re-replication activation, hits mostly activators; hit rate 1.8% among 340,000; AID 624297, 2012; further: potency means the concentration at half of the fitted maximal effect; % of control where 0% means no effect; nearly all actives have a fitted effect of over 55% in size
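Per well, 250 cells were exposed to pinned compound for 48 hr. Nuclear DNA was visualised with Hoechst (40 min, 37 C) and total object intensity recorded by fluorescence scanning.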
MCF10A rereplic = A quantitative high throughput screen for small molecules that induce DNA re-replication in MCF 10a normal breast cells. MCF 10A DNA re-replication, Hoechst nuclear intensity, 48 h. Potency, µM (titrated, usually from 46.1 µM), for the others: at the top dose activity, positive = re-replication, actives largely listed as activators. hit rate 2.9% among 350,000. AID 624296, 2012; further: potency means the concentration at half of the fitted maximal effect; % of control where 0% means no effect; nearly all actives have a fitted effect of over 50% in size
KB-V1 MDR tox = qHTS assay for MDR1-selective chemotherapeutics: Primary screen using the drug-selected MDR subline cells KB-V1; KB-V1 MDR cells viability, CellTiter-Glo, 72 h; AID 1347076, 2019; hit rate 3.4% among 400,000; Potency, µM (doses to about 46.1 µM), without a hit: at the top dose activity change, negative = cytotoxicity, most hits filed as cytotoxic; further: potency means the concentration at half of the fitted maximal effect; on the % scale 0 is the no-effect control and ±100 the full control effect; nearly all actives have a fitted effect of over 60% in size
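Following 72 h at 37 degrees C with compound, KB-V1 cell viability was read by CellTiter-Glo luminescence, medium being phenol-red-free DMEM plus 10% FBS; concentration-response parameters came from normalized, curve-fitted qHTS data.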
WRN helicase inh = qHTS for Inhibitors of WRN Helicase; hit rate 0.46% among 360,000; Potency, µM (top dose mostly 114 µM), for the others: at the highest dose activity change, negative = inhibition, most hits filed as inhibitors; AID 651768, 2012; WRN helicase unwinding, fluorescent forked duplex, kinetic; Bifunctional 3'-5' exonuclease/ATP-dependent helicase WRN (Homo sapiens), Q14191; further: potency means the concentration at half of the fitted maximal effect; on the % scale 0 is the no-effect control and ±100 the full control effect; nearly all actives have a fitted effect of over 55% in size
Target sequence (Q14191 whole entry, looked up): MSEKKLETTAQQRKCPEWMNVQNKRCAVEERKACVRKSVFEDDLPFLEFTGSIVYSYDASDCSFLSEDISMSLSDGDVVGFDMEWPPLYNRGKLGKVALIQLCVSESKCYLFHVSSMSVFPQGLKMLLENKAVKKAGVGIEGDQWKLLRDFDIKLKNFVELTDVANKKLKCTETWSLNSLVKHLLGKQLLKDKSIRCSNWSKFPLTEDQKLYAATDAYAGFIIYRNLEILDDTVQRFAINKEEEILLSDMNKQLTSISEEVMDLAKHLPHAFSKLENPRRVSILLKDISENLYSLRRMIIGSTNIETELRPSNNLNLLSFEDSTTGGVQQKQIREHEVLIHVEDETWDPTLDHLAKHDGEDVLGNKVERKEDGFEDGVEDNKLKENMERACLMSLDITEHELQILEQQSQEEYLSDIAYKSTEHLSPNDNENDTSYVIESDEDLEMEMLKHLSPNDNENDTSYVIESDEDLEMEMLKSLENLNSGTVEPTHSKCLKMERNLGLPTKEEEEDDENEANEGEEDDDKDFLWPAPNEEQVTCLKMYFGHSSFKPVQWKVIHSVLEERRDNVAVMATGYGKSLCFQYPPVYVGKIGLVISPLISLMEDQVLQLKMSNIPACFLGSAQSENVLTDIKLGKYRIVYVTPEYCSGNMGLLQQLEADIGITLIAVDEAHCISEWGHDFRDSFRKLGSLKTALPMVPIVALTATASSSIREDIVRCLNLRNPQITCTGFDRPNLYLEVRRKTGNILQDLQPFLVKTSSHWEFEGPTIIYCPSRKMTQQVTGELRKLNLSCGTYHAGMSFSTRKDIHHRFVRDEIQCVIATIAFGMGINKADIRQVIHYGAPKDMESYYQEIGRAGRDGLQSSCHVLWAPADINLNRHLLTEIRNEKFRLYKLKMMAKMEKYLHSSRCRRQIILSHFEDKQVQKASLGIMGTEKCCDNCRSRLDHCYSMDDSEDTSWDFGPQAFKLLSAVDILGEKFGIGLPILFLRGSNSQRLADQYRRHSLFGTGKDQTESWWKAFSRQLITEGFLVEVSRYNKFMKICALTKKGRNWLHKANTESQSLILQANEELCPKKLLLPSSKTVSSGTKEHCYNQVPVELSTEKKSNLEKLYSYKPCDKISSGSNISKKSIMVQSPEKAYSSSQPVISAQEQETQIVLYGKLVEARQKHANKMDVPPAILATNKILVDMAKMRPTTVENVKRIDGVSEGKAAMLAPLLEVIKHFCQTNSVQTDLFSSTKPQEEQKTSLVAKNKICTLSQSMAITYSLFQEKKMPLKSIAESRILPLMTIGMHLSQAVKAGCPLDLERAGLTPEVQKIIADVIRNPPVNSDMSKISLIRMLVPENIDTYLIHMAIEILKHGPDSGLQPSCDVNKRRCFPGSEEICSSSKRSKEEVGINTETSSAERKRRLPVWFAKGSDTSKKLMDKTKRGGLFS
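Primary qHTS, 1536-well format. 20 nM WRN + compound, 15 min RT; start with 100 nM forked fluorophore/quencher duplex, 2 mM ATP (final); kinetic read ex 525/em 598 nm.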
IL-1B inflam inh = qHTS for Inhibitors of Inflammasome Signaling: IL-1-beta AlphaLISA Primary Screen; hit rate 4.7% among 360,000; THP-1 LPS/ATP IL-1B secretion, AlphaLISA, 16 h; active compounds read low; activity change, % at 57.5 µM; in the data active means activity change below about -50%; inconclusive means mostly about -30% to -49%; further: on the % scale 0 is the no-effect control and ±100 the full control effect
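Secreted IL-1B measured by AlphaLISA bead assay after 16 h compound exposure of THP-1 cells; compounds (final up to 57.5 uM) added 1 h before LPS (250 ng/mL) and ATP (1.25 mM) stimulation; lower signal means less secretion.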
KB-3-1 cytotox = qHTS assay for MDR1-selective chemotherapeutics: Primary screen using the parental adenocarcinoma cell KB-3-1 | KB-3-1 viability, CellTiter-Glo ATP luminescence, 72 h | Potency, µM (top dose mostly 46.1 µM), inactives show top-dose activity change, negative = cytotoxic, hits mostly cytotoxic | hit rate 1.4% among 400,000 | AID 1347075, 2019; further: potency means the concentration at half of the fitted maximal effect; on the % scale 0 is the no-effect control and ±100 the full control effect; nearly all actives have a fitted effect of over 60% in size
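72 h, 37 °C compound treatment of KB-3-1 parental cells; CellTiter-Glo added, 10 min, luminescence read. Data corrected against DMSO-only plates and normalized before curve fitting.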
Active calls of the source: *; ? = inconclusive; · = not tested or not shown; & = joins results of further samples; [ ] = remark or other dose. Unless noted, the call rests on the fitted dose curve; in most records, active means well fitted curve in the direction sought with a large enough effect; inconclusive means small, poorly fitted or top-dose-only effect, or another doubt; inactive means no such curve, though single readings can be large; an effect the other way counts as inactive or inconclusive.

SMILES | ATXN2 expr inh | HT1080 IDH1KD tx | HT1080NT lethal | SW480 rereplic | MCF10A rereplic | KB-V1 MDR tox | WRN helicase inh | IL-1B inflam inh | KB-3-1 cytotox
Cc1ccc(N(CC(=O)NCc2ccco2)C(=O)CNS(=O)(=O)c2ccc(F)cc2)c(C)c1 | -5% | -9% | -27% | -2% | 1% | ? | 0% | -95* | -5%
COc1ccc(OC)c(C2=NOC(C(=O)NCc3cccs3)C2)c1 (configuration not stated) | · | ? | -30% | ? | ? | ? | 8% | 39 | 21µM*
COc1ccc(C)cc1NC(=O)Nn1cnnc1 | -1% | 1% | -2% | -5% | 0% | 11% | -8% | -3 | ?
NC(Cc1cnc[nH]1)c1csc(Nc2ccc(C(F)(F)F)cn2)n1 (configuration not stated) | -1% | 0% | 0% | · | · | 6% | 4% | 22 | 0%
Cc1coc2cc3oc(=O)c(CCC(=O)N4C[C@H]5C[C@@H](C4)c4cccc(=O)n4C5)c(C)c3cc12 | 2% | -2% | 3% | -6% | -13% | 13% | 11% | -13 | ?
COc1ccc(NS(=O)(=O)c2ccc(SC)cc2)c(OC)c1 | -9% | -17% | -16% | 0% | 11% | 18µM* | -5% | 11 | 13%
O=C(N/N=C\c1cn[nH]c1-c1ccccc1)c1cccs1 | 53%[activator] | 25% | 12% | ? | 6% | -14% | ? | -5 | 14%
O=C1CC[C@@H]2CC(N3CCN(c4ccccc4)CC3)C[C@@H]3CCN1[C@H]23 (some centres not stated) | -5% | 11% | 6% | ? | -9% | -12% | 6% | -2 | 0%
CS(=O)(=O)N(CC(=O)NC1CCCC1)Cc1ccc(F)cc1 | -20% | 12% | 9% | -1% | -45%[inhibitor] | -12% | 2% | -9 | 1%
CCOc1ccccc1CNC(=O)CCCn1ccc2cc(S(=O)(=O)N3CCCC3)ccc21 | -28% | -7% | -26% | -4% | -2% | -7%&3% | 4% | 5 | -14%&-27%
COCC1=C(C(=O)OC(C)OC(=O)OC(C)C)N2C(=O)[C@@H](NC(=O)/C(=N\OC)c3csc(N)n3)[C@H]2SC1 (some centres not stated) | -6% | -5% | 19% | 5% | ? | -1% | 4% | 14 | 0%
Cc1ccc2c(c1)c(C)c(C)n2CC(O)Cn1nc(C)c(Br)c1C (configuration not stated) | ? | ? | 16µM* | 20% | ? | -26% | -6% | ? | -14%
CC(NS(=O)(=O)c1ccc2c(c1)C(C)(C)C(=O)N2C)c1ccccc1 (configuration not stated) | -4% | 8% | 1% | -5% | 1% | -13% | 2% | 10 | -2%
C[C@H]1CN([C@@H](C)CO)C(=O)Cc2cc(NC(=O)CCC(F)(F)F)ccc2O[C@H]1CN(C)Cc1ccc(C(F)(F)F)cc1 | ? | ? | ? | 1%[9.22 µM] | ? | ? | -9% | -69* | ?
CCOC(=O)C(=O)c1c(-c2ccc(C)cc2)nc2ccccn12 | 9% | -2% | -3% | -57%[inhibitor] | ? | 13% | 11% | -16 | -4%
Cc1oc(-c2nc3ccccc3n2C)cc1C(=O)c1ccccc1 | -28% | ? | ? | ? | ? | ? | -16% | 2 | -8%
CCOCc1nnc(NC(=O)CS(=O)(=O)c2ccc(C)cc2)s1 | -16% | 0% | 8% | 7% | -23% | -3% | 3% | 2 | ?
O=CNc1cc(-c2cccc(F)c2)cn2c(-c3ccc(F)c(Cl)c3)cnc12 | ? | ? | -11% | · | · | 23µM* | -5%[57.1 µM] | 0 | ?
Cc1onc(-c2ccccc2)c1C(=O)OCC(=O)NC(=O)c1ccccc1 | 1% | 6% | 3% | -9% | 7% | -2% | 9% | 4 | -6%
C=CCC1c2cccc(C(=O)O)c2C(=O)N1c1ccc(Cl)cc1 (configuration not stated) | 4% | 10% | 11% | 0% | ? | 6% | -10% | 7 | 3%
COC(=O)c1sc2nc(C)nc(SCC(=O)C(C)(C)C)c2c1C | · | 2% | -1% | 2% | -3% | 0% | -12% | 34 | 0%
O=C(NC(=S)Nc1cccc2cc(O)ccc12)c1ccccc1Br | -15% | -17% | -9% | -3% | -3% | ? | -31% | -13 | 0%
CCOC(=O)CN1C(=O)S/C(=C\c2ccc(-c3ccc(C(=O)O)c(Cl)c3)o2)C1=O | -47% | 5% | 9% | 0.65µM* | 23µM* | 3% | -12%[11.6 µM] | ? | 5%
O=C(CCN1C(=O)c2ccccc2S1(=O)=O)N1CCN(c2cccc(Cl)c2)CC1 | 0% | -6% | -17% | -353%[inhibitor] | 4% | 3% | -12% | 1 | 2%

Exported with two lines to a compound: part of the list above
Every second line gives: ATXN2 expr inh | HT1080 IDH1KD tx | HT1080NT lethal | SW480 rereplic | MCF10A rereplic | KB-V1 MDR tox | WRN helicase inh | IL-1B inflam inh | KB-3-1 cytotox
- CCOC(=O)C(=O)c1c(-c2ccc(C)cc2)nc2ccccn12
 : 9% | -2% | -3% | -57%[inhibitor] | ? | 13% | 11% | -16 | -4%
- CCOC(=O)CN1C(=O)S/C(=C\c2ccc(-c3ccc(C(=O)O)c(Cl)c3)o2)C1=O
 : -47% | 5% | 9% | 0.65µM* | 23µM* | 3% | -12%[11.6 µM] | ? | 5%

Following part
SMILES | ATXN2 expr inh | HT1080 IDH1KD tx | HT1080NT lethal | SW480 rereplic | MCF10A rereplic | KB-V1 MDR tox | WRN helicase inh | IL-1B inflam inh | KB-3-1 cytotox
C#CCOCCOCCOCCNc1nc(N2CCN(C(=O)[C@H](CCCCN)n3cc([C@@H](N)C(C)CC)nn3)CC2)nc(N2CCN(C(=O)[C@H](Cc3ccc(O)cc3)n3cc([C@@H](N)CC(C)C)nn3)CC2)n1 (some centres not stated) | 11% | 20% | 10% | -1% | 13% | -5% | 12% | 9 | -5%
COc1ccc(NC(=O)C[C@H]2C(=O)N(c3ccc(Br)cc3)C[C@@H]2C)cc1 | -20% | -2% | -20% | · | · | ? | -7% | -3 | ?
O=C(CNS(=O)(=O)c1ccc(F)cc1)N1CCCC1 | 8% | 15% | 15% | 19% | ? | 15% | -2% | 1 | 11%
COCCCN1C(=O)C(=O)/C(=C(/O)c2ccc(S(=O)(=O)N3CCCCC3)cc2)C1c1ccc(OC)cc1 (configuration not stated) | 10% | 8% | 20% | -3% | -1% | ? | -4% | -28 | 10%
Nc1ccn([C@@H]2O[C@H](CNC(=O)[C@@H](Cc3cccnc3)NC=O)[C@@H](O)[C@H]2O)c(=O)n1 | -1% | -6% | -4% | · | · | 0% | 0% | 15 | -7%
O=C(Nc1nnc(-c2ccc3c(c2)OCCO3)o1)C1CCCCC1 | 8% | 1% | 3% | 10% | -2% | ? | -8% | 21 | -6%
CSCCC(/C(O)=C(\C#N)c1nc2ccccc2[nH]1)N1C(=O)c2ccccc2C1=O (configuration not stated) | -2% | 4%[9.24 µM] | -16% | -4% | 1% | ? | -12% | -12 | 0%
Cc1[nH]c2ccccc2c1C(=O)CSc1ccccn1 | 25% | 2% | -4% | -5% | 1% | ? | -10% | -1 | 1%
COc1cccc(/C=N/Nc2nc(-c3cccnc3)nc3ccccc23)c1 | -22% | 3% | -1% | -7% | -1% | 20% | -12% | 28 | 4%
CCC1CCCCN1C(=O)c1noc(C(C)C)c1[N+](=O)[O-] (configuration not stated) | -1% | -3% | 2% | 5% | 1% | -18% | -6% | 5 | 22%
Cc1cccc(NC(=O)CSc2nnc(CSc3nc(C)cc(C)n3)n2Cc2ccco2)c1 | ? | 9% | -9% | 0% | -1% | -21% | -3% | 0 | -1%
COc1ccc2nc(NC(=O)c3ccc([N+](=O)[O-])o3)sc2c1 | 21% | 18µM* | ? | 7.3µM* | 4.6µM* | ? | -2%[11.6 µM] | -88* | 18µM*
Cc1c(Br)c([N+](=O)[O-])nn1CC(=O)Nc1ccc2nc3n(c(=O)c2c1)CCCC3 | 3% | 22% | ? | -5% | 0% | 11% | 8% | -9 | 22%
COc1ccc(-c2csc(C(C)(NC(C)=O)c3ccc(OC)cc3)n2)cc1 (configuration not stated) | 1% | 15% | 17% | · | · | -13% | -2% | 3 | 0%
CCOC(=O)c1ccccc1-n1nnnc1C | -12% | 12% | 4% | -11% | 0% | 10% | -18% | 13 | 13%
Clc1ccc(-c2nn3c(C4COc5ccccc5O4)nnc3s2)cc1 (configuration not stated) | 16% | -5% | -5% | 2% | ? | -9% | 2% | 29 | 0%
COc1ccc(C2CC(=O)N(C)c3ccccc3S2)cc1 (configuration not stated) | -1%[11.3 µM] | -12% | 1% | 0% | 3% | ? | -16%[57.1 µM] | 0 | ?
Cc1ccc(C(=O)CCNc2ccc(F)c(Cl)c2)o1 | 5% | 10% | 13% | -19% | 11% | 0% | -1% | -24 | -13%
O=C(CSc1ncnc2ccccc12)c1cccs1 | 110%[activator] | -21% | ? | 1%[1.84 µM] | ? | -5% | -7%[57.1 µM] | ? | 4%
CCC(=O)Nc1ccc(Cl)c(NC(=O)c2ccccc2OC)c1 | 0% | 26% | 15% | -2% | -2% | -8% | 8% | -20 | 8%
O=C(CCSCc1ccccc1F)NCCc1ccccc1 | 11% | 14% | 15% | -8% | 6% | ? | -2% | 12 | -4%
CCCCCOc1ccc2oc(=O)c3c(c2c1)CCCN3C(=O)CN1CCCC(C(=O)OCC)C1 (configuration not stated) | 0% | 23µM* | ? | 6% | ? | ? | -12% | -24 | ?
CCn1c(/C=C/Nc2ccccc2)[n+](CC)c2cc(Cl)c(Cl)cc21 | ? | ? | -17% | ? | ? | -6% | 25% | 7 | ?

From PubChem BioAssay
